Salmonella PhoP GFP = PhoP regulon inhibitors, Salmonella typhi PhoP promoter GFP reporter, confirmatory (AID 1850); Salmonella Typhi PhoP-promoter GFP reporter, fluorescence, 4 h; higher % means a stronger effect; one-dose inhibition, % at 50 µM; IC50 in µM for titrated hits; hit rate 0.33% among 310,000; in the data active means a potency from the dose series; inconclusive means inhibition mostly from about 25% at the one dose, without a potency; inactive means the rest, 99 in 100 with inhibition below about 19%;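 further: 0% = induced wells with vehicle and 100% = uninduced wells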
H1N1 NS1A inhibition = H1N1 influenza NS1A inhibitors, functional cell based assay (AID 504329); one-dose inhibition, % at 12.5 µM; IC50 in µM for titrated hits; NS1A functional cell-based assay, percent inhibition; higher % means a stronger effect; hit rate 0.3% among 340,000; in the data active means a potency from the dose series; inconclusive means inhibition above about 27% without an active follow-up result; further: strong numbers were not always called active
M. tuberculosis HTS = M. tuberculosis growth inhibition, HTS (AID 449762). M. tuberculosis H37Rv growth inhibition, 7H9 media; higher % means a stronger effect. one-dose inhibition, % at 25 µM; IC50 in µM for titrated hits. hit rate 0.59% among 330,000; in the data active means a potency from the dose series; inconclusive means inhibition above about 70% without an active follow-up result;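 further: bacterial growth assessed after seven days of incubation; strong numbers were not always called active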
M. tuberculosis = growth inhibition of non-replicating M. tuberculosis (AID 488890) | hit rate 0.39% among 320,000 | Mycobacterium tuberculosis non-replicating, growth inhibition; higher % means a stronger effect | one-dose inhibition, % at 25 µM; IC50 in µM for titrated hits; in the data active means a potency from the dose series; inconclusive means inhibition mostly from about 82% at the one dose, without a potency; inactive means the rest, 99 in 100 with inhibition below about 76%;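 further: plate controls were DMSO cells for no effect and high antibiotic wells for full effect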
inhibitors of VEEV = inhibitors of VEEV TC-83 cytopathic effect, confirmation, Vero cells (AID 588727). one-dose inhibition, % at 20 µM; IC50 in µM for titrated hits. Vero cells, VEEV TC-83 cytopathic effect inhibition; higher % means a stronger effect. hit rate 0.13% among 350,000; in the data active means a potency from the dose series; inconclusive means inhibition mostly from about 14% at the one dose, without a potency; inactive means the rest, 99 in 100 with inhibition below about 12%; further: strong numbers were not always called active
inhibitors of VEEV 10K pilot screen = further read-out of inhibitors of VEEV, marked with its call; inhibition, %; measured here: 10K pilot screen inhibition
Numbers without * were called inactive; i = inactive; u = inconclusive; x = no result given.

SMILES	Salmonella PhoP GFP	H1N1 NS1A inhibition	M. tuberculosis HTS	M. tuberculosis	inhibitors of VEEV	others
O=C(CSc1nc(C2CC2)n(-c2ccccc2)n1)NCc1ccco1	x	-1.8%	-3.6%	-0.2%	4.9%
Cc1ccc(-c2onc3ccc(C=O)cc23)cc1	-4.6%	10.4%	u	22.8%	2.9%
O=C(CNC(=O)c1ccccc1Br)N/N=C/c1cc(Br)ccc1O	0.0%	-1.1%	-9.7%	17.8%	9.6%	inhibitors of VEEV 10K pilot screen=11.9
CCOc1ccc(NCCC(O)c2ccc(F)cc2)cc1 (stereo not drawn)	16.2%	5.8%	u	u	0.5%
COc1ccc(NC(=O)C2CCCN(c3nccc(C)n3)C2)cc1 (stereo not drawn)	4.5%	-2.7%	-3.9%	-5.9%	0.4%
COc1ccccc1-n1cc(CN2CCN(CC(C)C)C(CCO)C2)cn1 (stereo not drawn)	4.2%	0.8%	-0.6%	7.3%	i
N#C/C(=C(/O)c1ccc(Cl)cc1)c1nc2ccccc2[nH]1	-4.1%	0.5%	5.6%	-16.4%	2.7%
COC(=O)CC/C(O)=C1\C(=O)CC(C)(C)CC1=NCCc1nc2ccccc2[nH]1	-8.5%	1.5%	0.9%	-4.4%	i
O=C(C1CC1)N1CCc2cc(S(=O)(=O)NCCC3=CCCCC3)ccc21	-1.4%	5.6%	-4.2%	-4.1%	i
CC(C)OC(=O)CN1C(=O)C(C)(C)Oc2ccc(C(=O)NC(C)(C)C)cc21	-15.6%	-13.5%	-10.8%	10.1%	0.9%
O=C(Nc1ccccc1)OCc1ccccn1	-5.2%	5.3%	-2.2%	-5.4%	4.0%
CC1Cc2cc(C(=O)O)ccc2O1 (stereo not drawn)	-8.6%	-19.4%	-11.4%	-40.5%	0.6%
COc1ccc(OC)c(S(=O)(=O)CC(O)CS(=O)(=O)c2ccccc2)c1 (stereo not drawn)	-5.5%	-11.4%	1.4%	-9.0%	3.5%
COc1ccc(NC(=O)CSc2nc3sc4c(c3c(=O)n2-c2ccc(OC)cc2)CCN(C)C4)cc1	-8.9%	0.8%	3.5%	64.7%	10.7%
O=C(Oc1ccc(=O)n(-c2ccccc2)n1)c1ccc(F)cc1	7.7%	-6.7%	7.7%	-5.0%	1.3%
COc1ccc(-n2[nH]c(C)cc2=O)cc1	-2.2%	16.7%	u	10.7%	2.9%
CCN(C(=O)C1CC1)C1CCS(=O)(=O)C1 (stereo not drawn)	-5.8%	6.8%	-5.9%	-7.9%	0.9%
COc1cc(S(=O)(=O)n2ccnc2)ccc1Br	-1.6%	-9.9%	5.6%	-5.5%	0.4%
CCOC(=O)c1cc(-c2ccc3c(c2)OCCO3)nc2c1c(C)nn2CCC#N	-2.3%	-27.0%	1.4%	37.3%	7.3%
O=C(NC1CCCCC1)c1cc([N+](=O)[O-])ccc1N1CCCCC1	0.4%	4.2%	-9.1%	12.5%	0.7%
O=C(c1cc(-c2cccs2)nc2ccccc12)N1CCN(S(=O)(=O)c2ccccc2)CC1	-3.3%	20.4%	0.8%	31.1%	i
O=C(N/N=C/c1ccc([N+](=O)[O-])cc1)c1ccc(NS(=O)(=O)c2cccs2)cc1	x	-7.2%	1.4%	17.2%	1.8%
Cc1cccc(C)c1OCC(=O)NCc1ccccc1	-2.8%	-3.6%	4.3%	47.6%	i
Cc1ccc(-n2nnnc2-c2cccc(C)c2)cc1	8.1%	0.6%	10.7%	14.0%	1.1%
O=C1/C(=C/c2cccs2)SC(=S)N1CCC(=O)N1CCCCC1CCO (stereo not drawn)	-23.2%	4.1%	60.6%	53.8%	u
CC(Sc1nc(-c2ccccc2)cc(C(F)(F)F)n1)C(=O)NCCN1CCOCC1 (stereo not drawn)	-8.6%	-9.3%	0.0%	6.9%	i
CCCCC1OC2(C)OC(=N)C1(C#N)C(C#N)(C#N)C2c1ccccc1 (stereo not drawn)	-8.5%	-0.8%	-4.7%	14.0%	0.9%
c1ccc2nc(NN=C3CCCCC3)ccc2c1	x	-7.3%	x	x	9.3%
Cc1cccc(N2CCN(C(=O)c3cc4ccccc4oc3=O)CC2)c1C	-8.7%	34.8%	2.1%	23.5%	0.7%	inhibitors of VEEV 10K pilot screen=2.6
CCN(C(=O)COC(=O)Cn1c(=O)oc2ccccc21)c1c(N)n(Cc2ccccc2)c(=O)[nH]c1=O	x	-8.9%	x	x	1.8%
O=C(NC(C(=O)N/N=C/c1cccnc1)c1n[nH]c(=O)c2ccccc12)c1ccccc1 (stereo not drawn)	-4.2%	14.1%	4.7%	-4.2%	1.2%
C=C1CC2C(=O)N(Cc3cc(OC)ccc3OC)C(C(=O)OCC)(C(=O)OCC)C1N2C(=O)OC(C)(C)C (stereo not drawn)	-3.6%	9.4%	-1.7%	5.8%	i
O=C(Nc1cccc(Cl)c1)N1CCN(C2c3ccccc3-c3ccccc32)CC1	1.4%	5.4%	-4.3%	-11.1%	0.5%
O=C(COc1ccc(-n2cnnn2)cc1)Nc1ccccc1OC(F)F	x	-1.3%	1.8%	-7.5%	3.9%
Cc1ccc(-c2csc3nc(=O)c(C)nn23)cc1	-15.6%	x	-9.9%	-18.1%	x
Cc1cccc(CN2C(=O)c3ccccc3S(=O)(=O)c3ccc(C(=O)NCCCN4CCCC4)cc32)c1	-7.3%	-2.4%	-0.4%	23.4%	i
c1ccc(-c2nc(-c3ccccn3)no2)cc1	-11.2%	-0.5%	-4.3%	4.1%	i
Cc1cccc(-n2c(SCc3ccc(C#N)cc3)nnc2-c2c[nH]c3ccccc23)c1	-7.8%	-7.2%	-3.2%	11.4%	1.3%
Nc1nc(NCC2CCCO2)nc(Nc2ccc(F)cc2)c1[N+](=O)[O-] (stereo not drawn)	-13.0%	-3.4%	1.6%	-10.9%	0.4%
CC1CCN(CC(=O)NCCc2ccc(F)cc2)CC1	11.8%	3.7%	-6.8%	-7.8%	0.6%
CN(c1ccccc1)S(=O)(=O)c1cccc(NC(=O)c2ccc(Cl)c([N+](=O)[O-])c2)c1	x	5.5%	6.0%	12.7%	3.9%
COc1cc(/C=C2/SC(=S)N(CC(=O)O)C2=O)ccc1OC(=O)c1ccco1	7.4%	3.1%	-1.8%	8.0%	2.1%
CCN(C1CCCCC1)S(=O)(=O)c1ccc(OC)c(C)c1	27.4%	-5.4%	3.9%	25.6%	i
CS(=O)(=O)c1ccc(C(=O)Nc2ccc(N3CCCCC3)cc2)c(Cl)c1	-2.6%	-19.8%	6.3%	-6.0%	0.5%
Cc1cc(-c2ccc(NC(=O)[C@@H]3CCCC[C@@H]3C(=O)O)c(C)c2)ccc1NC(=O)[C@@H]1CCCC[C@@H]1C(=O)O	7.1%	-7.1%	16.9%	11.9%	2.4%
O=C(Cc1ccccc1)Nc1ccc(N2CCCC2)cc1	-1.4%	-4.0%	u	u	0.7%
COc1cccc(NC(=O)CC2Oc3ccccc3NC2=O)c1 (stereo not drawn)	-15.8%	-4.0%	2.5%	0.7%	4.0%
O=C(COc1coc(CN2CCN(c3ccc(F)cc3)CC2)cc1=O)NC1CCCCC1	x	9.2%	x	x	2.1%
C/C(=N/NC(=O)c1cn(-c2cccc(C)n2)cn1)c1ccc(C)cc1	-0.9%	3.9%	3.3%	3.7%	5.4%
CCS(=O)(=O)N1Cc2ccccc2CC1C(=O)Nc1nc2c(C)cccc2s1 (stereo not drawn)	-1.5%	-1.6%	-15.6%	3.4%	6.5%
Next part
SMILES	Salmonella PhoP GFP	H1N1 NS1A inhibition	M. tuberculosis HTS	M. tuberculosis	inhibitors of VEEV	others
COc1ccccc1CNC(=O)C1Cc2ccccc2C(=O)O1 (stereo not drawn)	3.7%	6.3%	0.3%	4.8%	i	inhibitors of VEEV 10K pilot screen=0.6
OCC[C@@H]1C[C@@H](O)[C@H](O)[C@@]2(CCc3ccccc3CO2)O1	-2.5%	0.5%	2.2%	-9.9%	0.5%	inhibitors of VEEV 10K pilot screen=0.9
O=C(CC1C(=O)NCCN1CC(c1ccccc1)c1ccccc1)NCCc1cn[nH]c1 (stereo not drawn)	-5.8%	-11.1%	-0.4%	1.1%	0.1%	inhibitors of VEEV 10K pilot screen=1.1
COc1cc(/C=C2\N=C(C)OC2=O)cc(Cl)c1OC(C)=O	0.4%	-11.4%	8.4%	-2.9%	i
O=C(NCCc1csc(-c2ccccc2)n1)c1cccs1	1.9%	-11.4%	3.1%	35.0%	2.5%	inhibitors of VEEV 10K pilot screen=0.3
Clc1ccc(CNCCc2ccc3c(c2)OCO3)cc1	9.7%	-25.2%	5.7%	29.2%	0.9%
CCN(C[C@H]1N[C@@](CC)(C(=O)OC)[C@H]2C(=O)N(Cc3ccccc3)C(=O)[C@@H]12)C(=O)C1CCCCC1	x	-2.3%	-0.7%	6.5%	4.2%
S=C1CN=C(c2ccccc2)c2cc(Cl)ccc2N1	3.7%	0.8%	-2.7%	8.42µM*	3.4%
COc1ccc2cnn(-c3ccccc3C)c(=O)c2c1OC	3.3%	25.1%	-10.2%	-5.0%	i
O=C(CC(C(=O)O)c1cccc(Cl)c1Cl)c1ccccc1 (stereo not drawn)	-14.3%	2.9%	3.7%	10.4%	0.2%
CCCS(=O)(=O)c1nc(S(=O)(=O)c2ccc(C)cc2)c(NCCN2CCOCC2)s1	-10.8%	2.9%	0.9%	22.3%	1.3%	inhibitors of VEEV 10K pilot screen=3.4
c1ccc(CSc2ncnc3sccc23)cc1	-6.0%	-8.2%	7.5%	66.3%	0.7%
Cc1ccc(C(C(=O)NC2CCCC2)N(C(=O)c2csnn2)C2CCCC2)o1 (stereo not drawn)	-5.1%	6.0%	-19.9%	13.4%	i
O=C(CNC(=O)c1ccccc1F)N/N=C/c1ccco1	-5.7%	4.6%	9.2%	-10.5%	2.9%
COc1ccc(/C=C(/NC(=O)c2ccccc2)C(=O)N2CCCCC2)cc1OC	-0.6%	-0.1%	6.3%	9.5%	2.1%
Cc1cccc(N2C(=O)NC(=O)/C(=C/c3cc4c(cc3[N+](=O)[O-])OCO4)C2=O)c1	-10.7%	-3.3%	0.6%	23.8%	0.9%
Cc1oc(-c2ccc(C(F)(F)F)cc2)nc1CN(Cc1ccccn1)C[C@@H]1CCC(=O)N1	-4.9%	0.4%	-2.2%	31.7%	i
CSc1ncccc1C(=O)Nc1ccc(F)c(F)c1F	1.8%	0.0%	3.1%	-9.6%	1.1%
CC(=O)Nc1ccc(S(=O)(=O)N2CCN(C(=O)N3CCCCC3)CC2)cc1	5.2%	2.1%	-7.0%	-6.5%	i
CCOC(=O)c1ccc(N2CCN(c3cc(C)ccc3C)CC2)c(N)c1	-10.3%	25.1%	u	-7.4%	0.5%
Cc1nc2c(cc1C(=O)N/N=C/c1ccc(O)c(O)c1)c(=O)n(C)c(=O)n2C	-4.1%	-3.4%	7.2%	-2.9%	1.8%
COc1ccc(NC(=O)CCc2ccc(OC)c(OC)c2)cn1	6.0%	-4.0%	-5.7%	-2.9%	1.2%
COc1ccc(NC(=O)C/C(C)=N/NC(=O)c2cnccn2)cc1	10.1%	-2.3%	5.9%	8.6%	0.7%
O=C(c1cc(-c2ccc(F)cc2)on1)N1CCOCC1	8.1%	7.9%	1.2%	5.4%	5.1%
Cc1cccc(NC(=S)/N=C(\N)Nc2nc(C)c3cc(C)ccc3n2)c1	10.8%	7.1%	8.7%	8.3%	1.2%
Cc1ccc(NC(=O)C(C)OC(=O)/C=C/c2ccccc2)cc1 (stereo not drawn)	-5.7%	-2.2%	-24.0%	-5.1%	1.9%

Bioassay records (PubChem BioAssay)
